Screening data from PubChem BioAssay.
Nrf2 activator – activators of Nrf2 (ARE) signaling; AREc32 ARE-luciferase reporter (MCF7-derived line), luminescence, 24 h; Potency, µM (highest dose often 46.1 µM), for inactives: top-dose activation, most hits filed as activators; 410,000 compounds, 0.31% hits; AID 624171; further: potency means the concentration at half of the fitted maximal effect; % of control where 0% means no effect; nearly all actives have a fitted effect of over 65% in size
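ARE activation measured as luciferase luminescence (Steady-Glo, 30 min RT) in AREc32_Fluc cells after 24 hr compound exposure at 37 deg C, 5% CO2; cells seeded overnight at 1000/well in OPTI-MEM, 5% FBS.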
Akt phos inh – inhibitors of Akt phosphorylation; activity change, % for hits at 50 µM; Neuro2A IGF-stimulated pAkt S473 HTRF, 20 min; stronger effect = lower value; 360,000 compounds, 0.32% hits; in the data active means activity change below about -80%; inconclusive means mostly about -51% to -80%; further: on the % scale 0 is the no-effect control and ±100 the full control effect
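Single-point screen (50 µM final compound) in Neuro2A cells stimulated 20 min with 6 nM IGF at 37 deg C. After lysis, Ser473-phosphorylated Akt read by HTRF (ex 330 nm, em 615/665 nm) as the 665/615 ratio.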
TGFb inhibitor – inhibitors of TGF-b signaling. Potency, µM (series often up to 46.1 µM), without a hit: at the top dose activity, negative = inhibition, most hits filed as inhibitors. 410,000 compounds, 1.2% hits. HepG2 CAGA-GFP TGF-b/SMAD3 reporter, GFP fluorescence, 18 h; TGF-beta stimulated, 500 pg/mL final. AID 588855; further: potency means the concentration at half of the fitted maximal effect; on the % scale 0 is the no-effect control and ±100 the full control effect; nearly all actives have a fitted effect of over 65% in size
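Cell-based qHTS in HEPG2 carrying a CAGA-GFP Smad reporter; compounds added before 500 pg/mL final TGF-beta, 18 h incubation at 37 degrees C, GFP fluorescence quantified per cell by imaging cytometry.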
Nrf2 block – inhibitors of Nrf2 signaling. A549 ARE-Fluc reporter, luciferase luminescence, 18-24 h. Potency, µM (titrated, usually from 46 µM), for the others: at the top dose activity change, negative = inhibition, actives largely listed as inhibitors. 360,000 compounds, 2.1% hits. AID 504444; further: potency means the concentration at half of the fitted maximal effect; on the % scale 0 is the no-effect control and ±100 the full control effect; nearly all actives have a fitted effect of over 60% in size
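Quantitative HTS in A549 cells stably bearing an antioxidant response element-firefly luciferase construct. Inhibition of Nrf2-driven transcription was scored by luminescence after 18-24 h of compound exposure at 37 °C.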
CCT chaperon mod – changes cytosolic chaperonin activity; 360,000 compounds, 0.3% hits; purified chaperonin ATPase assay, HTRF ADP detection, 30 min; activity change, % (concentration not given with the values), hits read low; in the data active means activity change below about -30%; further: on the % scale 0 is the no-effect control and ±100 the full control effect
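TRiC (40 or 20 nM final, by batch activity) in 30 mM Tris pH 7.4, 100 mM KCl, 5 mM MgCl2, 1 mM DTT was treated with compound at 76 uM single dose, then 10 uM ATP, 30 min at 37 °C. ADP was read by HTRF Transcreener.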
MmCpn inh – blocks the Methanococcus maripaludis chaperonin Mm-Cpn; purified Mm-Cpn ATPase, ADP Transcreener TR-FRET; Potency, µM (titrated, usually from 76.9 µM), without a hit: at the highest dose activity, negative = inhibition, most hits filed as inhibitors; 330,000 compounds, 0.031% hits; AID 504842; further: potency means the concentration at half of the fitted maximal effect; on the % scale 0 is the no-effect control and ±100 the full control effect; nearly all actives have a fitted effect of over 80% in size
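Purified archaeal chaperonin (25 nM final) was preincubated with compound for 10 min at 37°C, then ATP (10 uM final) was added for 30 min at 37°C in Tris pH 7.4/KCl/MgCl2/DTT buffer. ADP was quantified by HTRF Transcreener TR-FRET.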
EPAC2 antag – blocks human EPAC2 exchange factor; Q8WZA2; EPAC2 GEF exchange of Rap1B-BODIPY-GDP, fluorescence; Potency, µM (titrated, usually from 114 µM), for the others: top-dose activity, negative = inhibition, most hits filed as inhibitors; 360,000 compounds, 0.18% hits; AID 720708; further: potency means the concentration at half of the fitted maximal effect; on the % scale 0 is the no-effect control and ±100 the full control effect; nearly all actives have a fitted effect of over 45% in size; many of its hits are not listed in these tables
Target sequence (Q8WZA2 whole entry, looked up): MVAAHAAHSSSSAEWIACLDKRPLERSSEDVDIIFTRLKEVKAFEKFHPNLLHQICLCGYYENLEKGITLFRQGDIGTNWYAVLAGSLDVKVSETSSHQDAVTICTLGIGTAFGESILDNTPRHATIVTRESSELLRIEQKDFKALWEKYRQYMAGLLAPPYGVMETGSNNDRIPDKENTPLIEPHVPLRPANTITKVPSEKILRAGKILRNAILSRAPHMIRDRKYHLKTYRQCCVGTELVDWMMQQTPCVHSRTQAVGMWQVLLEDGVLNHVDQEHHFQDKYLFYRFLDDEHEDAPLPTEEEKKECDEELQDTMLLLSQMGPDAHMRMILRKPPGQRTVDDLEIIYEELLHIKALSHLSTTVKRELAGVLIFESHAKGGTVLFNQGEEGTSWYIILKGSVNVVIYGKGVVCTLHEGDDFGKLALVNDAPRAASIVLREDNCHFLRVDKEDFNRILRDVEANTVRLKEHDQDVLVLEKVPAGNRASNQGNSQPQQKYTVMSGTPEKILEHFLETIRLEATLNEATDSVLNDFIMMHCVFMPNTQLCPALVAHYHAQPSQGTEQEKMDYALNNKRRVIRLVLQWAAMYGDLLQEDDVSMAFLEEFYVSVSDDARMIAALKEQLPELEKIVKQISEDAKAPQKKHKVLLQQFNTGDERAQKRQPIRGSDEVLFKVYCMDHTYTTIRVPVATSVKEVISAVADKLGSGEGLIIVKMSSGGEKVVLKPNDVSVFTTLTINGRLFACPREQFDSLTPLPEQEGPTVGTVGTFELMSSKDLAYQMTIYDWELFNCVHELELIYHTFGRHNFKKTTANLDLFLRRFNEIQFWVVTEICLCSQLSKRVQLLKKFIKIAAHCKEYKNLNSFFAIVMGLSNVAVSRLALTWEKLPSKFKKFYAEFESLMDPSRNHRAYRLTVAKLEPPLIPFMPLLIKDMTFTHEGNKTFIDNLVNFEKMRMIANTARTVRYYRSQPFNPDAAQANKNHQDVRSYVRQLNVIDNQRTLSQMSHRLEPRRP
A549 viability – A549 cytotoxicity, counter-screen for Nrf2 inhibitors; A549 ARE-Fluc cells, CellTiter-Fluor viability, 18-24 h; Potency, µM (series often up to 46 µM), for inactives: top-dose activity change, negative = cytotoxicity, usual class: inhibitors; 390,000 compounds, 0.16% hits; further: potency means the concentration at half of the fitted maximal effect; on the % scale 0 is the no-effect control and ±100 the full control effect
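A549 ARE-Fluc cells in 5% FBS OPTI-MEM, 5000 cells/well, rested 2 h then exposed to compounds in concentration-response for 18-24 h at 37 °C. Viability by CellTiter-Fluor fluorescence (Ex 405/Em 525) after 30 min; luciferase luminescence (BugLite, 15 min, RT) read afterwards.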
EPAC2 agonist – EPAC2 (human) agonism; EPAC2 activation, biochemical qHTS; response scale: 100% = 6.5 mM cAMP response; Potency, µM (doses to about 154 µM), for inactives: top-dose activation, hits mostly activators; 360,000 compounds, 0.079% hits; AID 720711; further: potency means the concentration at half of the fitted maximal effect; nearly all actives have a fitted effect of over 50% in size
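Exchange assay: 100 nM EPAC2 with 250 nM Rap1B-BODIPY-GDP and 50 uM GDP. Fluorescence (ex 480/em 540 nm) read every 5 min for 30 min at room temperature. Data normalized to 6.5 mM cAMP as agonist control.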
* = called active by the depositor; i = inactive; ? = inconclusive; nt = not tested or not shown; & = joins results of further samples; [ ] = another dose, or the depositor's remark. Unless noted, the call rests on the fitted dose curve; in most records, active means well fitted curve in the direction sought with a large enough effect; inconclusive means small, poorly fitted or top-dose-only effect, or another doubt; inactive means no such curve, though single readings can be large; an effect the other way counts as inactive or inconclusive. This is a subset, so the mix of outcomes need not match the whole.

SMILES	Nrf2 activator	Akt phos inh	TGFb inhibitor	Nrf2 block	CCT chaperon mod	MmCpn inh	EPAC2 antag	A549 viability	EPAC2 agonist
CN1CCc2c(OCC(=O)N3CCC(Cc4ccccc4)CC3)cccc2C1=O	2.2%	i	-9%	?	-0.5	-1%	-1%	-14%	6%
COC(=O)C(C(=O)Nc1nc2ccccc2s1)C1CCCC1 (configuration not stated)	0.1%	i	-22%	16%	-1.1	3%	-4%	0%	17%
COC(=O)c1ccccc1NC(=O)NC1CCCCC1	6.1%	i	-24%	16%	4.1	-10%	-3%	1%	-4%
CCOc1ccc(N2CC(C(=O)Nc3ccncc3)CC2=O)cc1 (configuration not stated)	0.0%	i	11%	-28%	-0.1	0%	-1%	3%	1%
COc1cccc(C(=O)CC(C#N)c2ccc(F)cc2)c1 (configuration not stated)	0.3%	i	0%	?	-1.4	?	-19%	6%	5%
Cc1cc(C)cc(OC(C)C(=O)NCCCn2ccnc2)c1 (configuration not stated)	0.1%	i	-19%	4%	-0.5	-2%	-11%	-6%	-5%
COc1ccccc1NC(=O)CSc1oc(-c2cccs2)nc1S(=O)(=O)c1ccc(Br)cc1	1.2%	nt	-2%	-11%[9.27 µM]	nt	nt	nt	-13%	nt
Cc1cc(C)c(C#N)c(SC(F)F)n1	-0.1%	i	4%	1%	-5.6	-2%	-5%	1%	7%
Cc1ccc(-n2c(SCC(=O)Nc3ncc(Cl)cc3Cl)nc3ccccc32)cc1	6.4%	i	?	-24%	-3.4	-7%	-2%	-4%	11%
Cc1cc(C)n(-c2nc3ccccc3c(=O)n2OCC(N)=O)n1	0.2%	i	16%	?	-2.2	1%	-4%	11%	13%
O=C(NCc1cccnc1)c1cn(-c2ccccc2)nc1-c1ccccc1	3.2%	i	0%	23%	0.9	-4%	-10%	7%	3%
O=C(NCCc1ccc(F)cc1)c1ccc(S(=O)(=O)N2CCCC2)cc1	-0.6%	i	2%	6%	-1.6	-1%	8%	4%	4%
COc1nc(C)nc2c1sc1nc3c(cc12)COC(C)(C)C3	0.0%	i	36%[activator]	?	-0.3	-1%	0%	2%	-5%
Cc1oc(-c2ccc(Cl)cc2)nc1CS(=O)CC(=O)NCCCN1CCOCC1 (configuration not stated)	-0.1%	nt	?	-18%	-0.3	-3%	3%	3%	-3%
COc1cc(NS(=O)(=O)c2ccc(Br)s2)cc(OC)c1	-0.9%	i	-3%	?	-1.7	-2%	4%	-8%	4%
CCOC(=O)c1[nH]cnc1C(=O)N1CCC(C)CC1	0.1%	i	-15%	5%	-0.3	-2%	9%	4%	1%
CCC(c1nnnn1CCOC)N(Cc1cc2cc(C)c(C)cc2[nH]c1=O)CC1CCCO1 (configuration not stated)	-0.2%	-117%*	?	-21%	1.8	1%	2%	-7%	8%
O=C(CNc1ccccc1)Nc1cccc2ccccc12	-0.7%	i	15%	2%	0.0	4%	-7%	6%	9%
COC(=O)CCC(=O)N1CCCC(C(=O)c2ccc(Cl)cc2C)C1 (configuration not stated)	-0.2%	i	0%	1%	-1.2	1%	8%	1%	1%
Cc1ccc(C(=O)Nc2ccccc2Oc2ccccc2)o1	-0.6%	i	6%	10%	0.5	nt	?	2%	8%
Cc1ccc(C)c(CN2CCC(CNC(=O)CCc3nnc4ccc(N5CCCCC5)nn34)CC2)c1	0.3%	nt	-21%	?	-1.0	1%	0%	-19%	8%
Cc1ccc(NC(=O)N2CCCC2C(=O)NCc2ccc(Cl)cc2)cc1 (configuration not stated)	0.6%	i	-9%	12%	2.4	1%	11%	2%	4%
CCc1ccccc1NS(=O)(=O)c1ccc2[nH]cc(C(=O)NC3CCCC3)c(=O)c2c1	-0.7%&0.0%	i	?	?	0.0	3%	-24%	-1%&-28%	1%
O=C(OCCN1C(=O)c2ccccc2C1=O)c1cc(=O)[nH]c2ccccc12	-0.4%	i	6%	11%	-0.8	-7%	0%	-6%	18%
CCOc1ccccc1N1CCN(C(=O)c2cc3c(s2)CCC3)CC1	-0.1%	i	-2%	-15%	0.9	-5%	?	-5%	-19%
The list continues.
SMILES	Nrf2 activator	Akt phos inh	TGFb inhibitor	Nrf2 block	CCT chaperon mod	MmCpn inh	EPAC2 antag	A549 viability	EPAC2 agonist
CCCCn1c(N)c(N(CC(C)C)C(=O)CSCC(=O)Nc2ccc(OC)cc2)c(=O)[nH]c1=O	-0.2%	i	2%	11%	2.7	0%	3%	-1%	7%
COc1ccc(NC(=O)CNC(=O)CC23CC4CC(CC(C4)C2)C3)c(OC)c1	-0.2%	i	-1%	?	2.2	2%	-14%	-20%	0%
O=C(Nc1nc(-c2ccccc2)cs1)c1ccc2c(c1)S(=O)(=O)c1ccccc1C2=O	2.9%	i	-4%	9%	0.6	1%	23%	3%	4%
COc1ccc(C(=O)NN2C(=S)N(c3ccc(OC)cc3)C(=O)C2CC(N)=O)cc1 (configuration not stated)	0.0%	i	11%	-3%	1.0	-4%	-3%	-12%	10%
CCOC(=O)NC(CC(=O)O)c1ccc(OCC)cc1 (configuration not stated)	0.3%	i	11%	-22%	-4.2	0%	-3%	16%	4%
COc1ccc(-c2oc3cccnc3c2C#CC2(O)CCCCC2)cc1	-0.1%	i	?	-23%	-0.5	?	-13%	-8%	12%
CC1C2(C)OC(=N)C(C#N)(C(C)O2)C1(C#N)C#N (configuration not stated)	3.8%	i	-20%	2%	0.8	-1%	11%	6%	5%
COc1ccc(S(=O)(=O)c2c(O)c(C)cc(NC(=O)c3ccccc3)c2C(C)C)cc1	0.2%	nt	-4%	-11%	nt	nt	nt	-19%	nt
CC(C)NC(=O)N(C)C[C@@H]1Oc2c(NC(=O)C3CCOCC3)cccc2C(=O)N([C@@H](C)CO)C[C@H]1C	-1.1%	i	-4%	-3%	-3.2	1%	5%	5%	5%
CC1(C)CC(=O)c2sc(NS(C)(=O)=O)nc2C1	-0.6%	i	23%	11%	-1.4	nt	4%	-2%	-4%
CC(C)(C)n1nnnc1C(c1ccccc1)N1CCN(c2ccc(F)cc2)CC1 (configuration not stated)	-1.1%	i	nt	nt	-0.7	nt	2%	nt	17%
O=C(CCCOc1ccc(Br)cc1)NCCc1ccc(OC(F)F)cc1	-0.2%	i	-21%	?	-0.4	0%	-9%	-1%	-1%
O=S(=O)(Nc1ccc(O)c2ccccc12)c1ccc(F)cc1	-3.0%	i	?	-11%	-2.6	nt	-18%	-10%	18%
CN(CC(=O)Nc1ccc2c(c1)OCO2)S(=O)(=O)c1ccc2c(c1)CCC(=O)N2	2.9%	i	-4%	3%	-2.5	1%	15%	-11%	2%
CC1CN(C(=O)C(C)N2CCN(c3ccccc3Cl)CC2)CC(C)O1 (configuration not stated)	-0.2%	i	-5%	-5%	-1.4	0%	3%	0%	2%

Copied from the listing for reference:
SMILES	Nrf2 activator	Akt phos inh	TGFb inhibitor	Nrf2 block	CCT chaperon mod	MmCpn inh	EPAC2 antag	A549 viability	EPAC2 agonist
CCCCn1c(N)c(N(CC(C)C)C(=O)CSCC(=O)Nc2ccc(OC)cc2)c(=O)[nH]c1=O	-0.2%	i	2%	11%	2.7	0%	3%	-1%	7%
COc1ccc(NC(=O)CNC(=O)CC23CC4CC(CC(C4)C2)C3)c(OC)c1	-0.2%	i	-1%	?	2.2	2%	-14%	-20%	0%
O=C(Nc1nc(-c2ccccc2)cs1)c1ccc2c(c1)S(=O)(=O)c1ccccc1C2=O	2.9%	i	-4%	9%	0.6	1%	23%	3%	4%
COc1ccc(C(=O)NN2C(=S)N(c3ccc(OC)cc3)C(=O)C2CC(N)=O)cc1 (configuration not stated)	0.0%	i	11%	-3%	1.0	-4%	-3%	-12%	10%
CCOC(=O)NC(CC(=O)O)c1ccc(OCC)cc1 (configuration not stated)	0.3%	i	11%	-22%	-4.2	0%	-3%	16%	4%
COc1ccc(-c2oc3cccnc3c2C#CC2(O)CCCCC2)cc1	-0.1%	i	?	-23%	-0.5	?	-13%	-8%	12%
CC1C2(C)OC(=N)C(C#N)(C(C)O2)C1(C#N)C#N (configuration not stated)	3.8%	i	-20%	2%	0.8	-1%	11%	6%	5%
COc1ccc(S(=O)(=O)c2c(O)c(C)cc(NC(=O)c3ccccc3)c2C(C)C)cc1	0.2%	nt	-4%	-11%	nt	nt	nt	-19%	nt
CC(C)NC(=O)N(C)C[C@@H]1Oc2c(NC(=O)C3CCOCC3)cccc2C(=O)N([C@@H](C)CO)C[C@H]1C	-1.1%	i	-4%	-3%	-3.2	1%	5%	5%	5%
CC1(C)CC(=O)c2sc(NS(C)(=O)=O)nc2C1	-0.6%	i	23%	11%	-1.4	nt	4%	-2%	-4%
